Screening data from PubChem.
T cruzi intra: blocks T. cruzi growth inside host cells; intracellular Trypanosoma cruzi in host cells, plate reader; activity score (inhibition), % at 5.01 µM; 22,000 tested, 4.9% active; AID 651903; in the data active = activity score above about 55%; inconclusive = no clear call, values can overlap the other calls;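 also: parasites and compound incubated about four days before reading; 0% = median of neutral control wells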
INS-1E ATP HTS: rescue of cytokine-induced death in INS-1E beta cells; 20,000 tested, 0.1% active; protection from cytokine-induced ATP loss, % at 10 µM; INS-1E cytokine-induced death, ATP luminescence, 48 h; normalised: neutral wells 0, positive control 100;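 active = mean replicate protection from cytokine-induced ATP loss at least 50% and at least 75% of replicates each reaching 50%; inconclusive = meets only one of the two criteria, mean or replicate share; inactive = fails both the mean and replicate share criteria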
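Assay system: INS-1E rat insulinoma cells. Amount: 8000 cells per well. Medium: phenol-red-free RPMI with 5% fetal bovine serum. Reagent: IL-1β, TNF-α and IFN-γ cytokine mix. Doses: one compound concentration, pin transfer. Schedule: 48 h co-treatment, 10 min post-lysis read. Detection: CellTiter-Glo luminescence measuring cellular ATP.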
* hit, by the source's call; ? = inconclusive; . = no result given.

smiles | INS-1E ATP HTS | T cruzi intra
COc1ccc(NC(=O)N(C)C[C@H]2Oc3ccc(NS(=O)(=O)c4cn(C)cn4)cc3CC(=O)N([C@@H](C)CO)C[C@H]2C)cc1 | 8 | -25
COc1ccc(CN(C)C[C@@H]2Oc3c(NS(C)(=O)=O)cccc3C(=O)N([C@@H](C)CO)C[C@H]2C)cc1 | 16 | -13
Cc1ccc(S(=O)(=O)Nc2ccc3c(c2)C(=O)N([C@H](C)CO)C[C@@H](C)[C@@H](CN(C)C(=O)Nc2cccc4ccccc24)O3)cc1 | 2 | 2
C[C@@H]1CN([C@@H](C)CO)C(=O)Cc2cc(NC(=O)Cc3ccccc3)ccc2O[C@@H]1CN(C)C(=O)Nc1ccc2c(c1)OCO2 | 16 | -23
C[C@@H]1CN([C@@H](C)CO)C(=O)c2cccc(NS(=O)(=O)c3cn(C)cn3)c2O[C@H]1CN(C)Cc1ccc(C(=O)O)cc1 | 11 | -18
O=C(NO)c1ccc(C(=O)N/N=C/c2ccc(OCCO)cc2)cc1 | -1 | -12
O=C(N/N=C/c1cccc(B(O)O)c1)c1ccccc1O | 5 | -15
C[C@H](CO)N1C[C@H](C)[C@@H](CN(C)C(=O)C2CCCCC2)OCc2cn(nn2)CCCC1=O | . | -19
C[C@H](CO)N1C[C@H](C)[C@@H](CN(C)Cc2ccc3c(c2)OCO3)Oc2ccc(NC(=O)C3CCCCC3)cc2C1=O | -3 | -5
C[C@H]1CN([C@@H](C)CO)C(=O)c2cc(NC(=O)Nc3ccc(C(F)(F)F)cc3)ccc2O[C@H]1CN(C)Cc1ccc(C(F)(F)F)cc1 | -14 | ?
C[C@H](CO)N1C[C@H](C)[C@H](CN(C)S(=O)(=O)c2ccc(-n3cccn3)cc2)OCc2cn(nn2)CCCC1=O | . | -12
O=C(CCCCCCC(=O)Nc1ccccc1O)N/N=C/c1cc(Br)cs1 | 10 | -6
C[C@H]1CN([C@@H](C)CO)C(=O)Cc2cc(NS(=O)(=O)c3ccc(F)cc3)ccc2O[C@H]1CN(C)Cc1ccccc1 | -4 | 40
COC(=O)CCCCCCC(=O)N/N=C/c1ccc[nH]1 | 11 | -10
C[C@H]1CN([C@@H](C)CO)C(=O)Cc2cc(NS(=O)(=O)c3cn(C)cn3)ccc2O[C@H]1CN(C)C(=O)Nc1ccc(F)cc1 | 6 | -7
C[C@H]1CN([C@@H](C)CO)C(=O)c2cccc(NC(=O)C3CCOCC3)c2O[C@H]1CN(C)C(=O)Nc1cccc2ccccc12 | 4 | -20
C[C@@H]1CN([C@H](C)CO)C(=O)c2cccc(NC(=O)C3CCOCC3)c2O[C@H]1CN(C)Cc1ccccc1 | 9 | 1
C[C@@H]1CN([C@@H](C)CO)C(=O)Cc2cc(NC(=O)Cc3cn(C)c4ccccc34)ccc2O[C@@H]1CN(C)S(=O)(=O)c1ccc(Cl)cc1 | -5 | 40
C[C@@H]1CN([C@H](C)CO)C(=O)Cc2cc(NS(=O)(=O)c3ccc(F)cc3)ccc2O[C@@H]1CN(C)Cc1ccc(Cl)c(Cl)c1 | -34 | 63*
C[C@H](CO)N1C[C@H](C)[C@@H](CN(C)S(=O)(=O)c2ccc(F)cc2)Oc2ccc(NS(=O)(=O)c3ccc(F)cc3)cc2C1=O | . | -3
C[C@@H]1CN([C@@H](C)CO)C(=O)CCCn2cc(nn2)CO[C@@H]1CN(C)Cc1ccc2c(c1)OCCO2 | . | -6
C[C@H](CO)N1C[C@H](C)[C@H](CN(C)C(=O)Nc2ccc(C(F)(F)F)cc2)Oc2c(NC(=O)Nc3cccc4ccccc34)cccc2C1=O | -55 | 45
C[C@H]1CN([C@@H](C)CO)C(=O)Cc2cc(NS(=O)(=O)c3ccccc3)ccc2O[C@@H]1CN(C)C(=O)Nc1ccc(C(F)(F)F)cc1 | -3 | -4
C[C@@H]1CN([C@H](C)CO)C(=O)c2cc(NC(=O)C3CCCCC3)ccc2O[C@@H]1CN(C)Cc1ccc(-c2ccccc2)cc1 | -21 | -2
C[C@H]1CN([C@@H](C)CO)C(=O)c2cccc(NS(=O)(=O)c3ccc(Cl)cc3)c2O[C@@H]1CN(C)CC1CC1 | -3 | -17
C[C@@H]1CN([C@@H](C)CO)C(=O)c2cc(NC(=O)c3ccncc3)ccc2O[C@@H]1CN(C)C(=O)Nc1ccc(C(F)(F)F)cc1 | -7 | 1
COc1ccc(NC(=O)N(C)C[C@@H]2Oc3ccc(NC(=O)Nc4cccc5ccccc45)cc3C(=O)N([C@H](C)CO)C[C@@H]2C)cc1 | -6 | -13
COc1ccc(CN(C)C[C@H]2Oc3ccc(NS(=O)(=O)c4cn(C)cn4)cc3C(=O)N([C@@H](C)CO)C[C@H]2C)cc1 | -1 | 17
C[C@H]1CN([C@@H](C)CO)C(=O)c2cccc(NC(=O)C3CCCCC3)c2O[C@H]1CN(C)S(C)(=O)=O | 6 | -25
COc1ccc(CN(C)C[C@H]2Oc3ccc(NC(=O)C4CCCCC4)cc3C(=O)N([C@@H](C)CO)C[C@H]2C)cc1 | -2 | 0

Reprinted from the part before: 4 entries, then new ones.
smiles | INS-1E ATP HTS | T cruzi intra
COc1ccc(NC(=O)N(C)C[C@@H]2Oc3ccc(NC(=O)Nc4cccc5ccccc45)cc3C(=O)N([C@H](C)CO)C[C@@H]2C)cc1 | -6 | -13
COc1ccc(CN(C)C[C@H]2Oc3ccc(NS(=O)(=O)c4cn(C)cn4)cc3C(=O)N([C@@H](C)CO)C[C@H]2C)cc1 | -1 | 17
C[C@H]1CN([C@@H](C)CO)C(=O)c2cccc(NC(=O)C3CCCCC3)c2O[C@H]1CN(C)S(C)(=O)=O | 6 | -25
COc1ccc(CN(C)C[C@H]2Oc3ccc(NC(=O)C4CCCCC4)cc3C(=O)N([C@@H](C)CO)C[C@H]2C)cc1 | -2 | 0
COc1ccc(S(=O)(=O)Nc2ccc3c(c2)C(=O)N([C@@H](C)CO)C[C@H](C)[C@@H](CN(C)S(=O)(=O)c2ccc(C)cc2)O3)cc1 | 15 | -4
C[C@H]1CN([C@@H](C)CO)C(=O)Cc2cc(NS(=O)(=O)c3cccs3)ccc2O[C@H]1CN(C)C(=O)Nc1cccc2ccccc12 | 2 | -3
C[C@@H]1CN([C@@H](C)CO)C(=O)c2cccc(NC(=O)CCCCCC(=O)Nc3ccccc3N)c2O[C@H]1CN(C)CC1CC1 | 11 | 60*
Cc1cc(C(=O)Nc2cccc3c2O[C@@H](CN(C)C(=O)Nc2cccc4ccccc24)[C@H](C)CN([C@@H](C)CO)C3=O)n(C)n1 | 4 | -12
C[C@@H]1CCCCO[C@@H](CN(C)Cc2ccc(Cl)c(Cl)c2)[C@@H](C)CN([C@H](C)CO)C(=O)c2cc(NS(=O)(=O)c3ccccc3)ccc2O1 | -69 | 66*
C[C@H]1CN([C@@H](C)CO)C(=O)c2cccc(NS(=O)(=O)c3ccccc3)c2O[C@H]1CN(C)S(=O)(=O)c1cn(C)cn1 | 10 | -10
C[C@@H]1CN([C@@H](C)CO)C(=O)c2cc(NC(=O)CCC(F)(F)F)ccc2O[C@H]1CN(C)C(=O)Nc1ccc(F)cc1 | 3 | -28
C[C@H](CO)N1C[C@H](C)[C@@H](CN(C)S(=O)(=O)c2ccc3c(c2)OCCCO3)OCc2cnnn2CCCC1=O | . | 17
C[C@@H]1CN([C@H](C)CO)C(=O)Cc2cc(NS(=O)(=O)c3ccc(Cl)cc3)ccc2O[C@H]1CN(C)C(=O)NC1CCCCC1 | 10 | -7
COc1ccc(NC(=O)N(C)C[C@@H]2Oc3c(NC(=O)c4ccncc4)cccc3C(=O)N([C@@H](C)CO)C[C@H]2C)cc1 | -3 | -21
CNC[C@@H]1Oc2ccc(N(C)C)cc2CC(=O)N([C@@H](C)CO)C[C@@H]1C | -1 | -10
C[C@@H]1CN([C@H](C)CO)C(=O)c2cc(NC(=O)Nc3ccccc3)ccc2O[C@@H]1CN(C)CC1CCCCC1 | 4 | -3
Cc1noc(C)c1S(=O)(=O)N(C)C[C@H]1Oc2ccc(NS(=O)(=O)c3ccccc3)cc2CC(=O)N([C@H](C)CO)C[C@H]1C | -6 | -7
COc1ccc(NC(=O)Nc2ccc3c(c2)C(=O)N([C@H](C)CO)C[C@H](C)[C@H](CN(C)S(=O)(=O)c2ccc(F)cc2)OCCCC[C@@H](C)O3)cc1 | 2 | -18
C[C@H](CO)N1C[C@H](C)[C@@H](CN(C)C)Oc2ccc(NS(C)(=O)=O)cc2C1=O | 3 | -2
Cc1ccc(S(=O)(=O)N(C)C[C@@H]2Oc3ccc(NS(=O)(=O)c4c(C)noc4C)cc3C(=O)N([C@H](C)CO)C[C@H]2C)cc1 | . | 1
C[C@@H]1CN([C@@H](C)CO)C(=O)c2cccc(NC(=O)C3CC3)c2O[C@@H]1CN(C)C(=O)Nc1cccc2ccccc12 | 9 | -7
Cc1noc(C)c1NC(=O)N(C)C[C@H]1Oc2c(NS(=O)(=O)c3cn(C)cn3)cccc2C(=O)N([C@H](C)CO)C[C@@H]1C | 8 | -9
Cc1noc(C)c1S(=O)(=O)Nc1ccc2c(c1)C(=O)N([C@H](C)CO)C[C@@H](C)[C@@H](CN(C)C(=O)NC1CCCCC1)O2 | 6 | 4
Cc1ccc(S(=O)(=O)N(C)C[C@@H]2Oc3ccc(NS(C)(=O)=O)cc3C(=O)N([C@@H](C)CO)C[C@H]2C)cc1 | 1 | -28
Cc1noc(C)c1S(=O)(=O)Nc1ccc2c(c1)CC(=O)N([C@@H](C)CO)C[C@@H](C)[C@@H](CN(C)Cc1ccc(Oc3ccccc3)cc1)O2 | -15 | 60*
CC(C)NC(=O)N(C)C[C@@H]1Oc2ccc(NS(=O)(=O)c3ccc(Cl)cc3)cc2CC(=O)N([C@H](C)CO)C[C@H]1C | 11 | -17
Cc1ccc(S(=O)(=O)Nc2ccc3c(c2)CC(=O)N([C@H](C)CO)C[C@@H](C)[C@@H](CN(C)S(=O)(=O)c2ccc(C)cc2)O3)cc1 | -7 | 78*
C[C@H]1CN([C@@H](C)CO)C(=O)CCCn2nncc2CO[C@@H]1CN(C)S(=O)(=O)c1ccccc1F | . | -10
COc1ccc(S(=O)(=O)N(C)C[C@H]2Oc3ccc(NC(=O)CCC(F)(F)F)cc3CC(=O)N([C@H](C)CO)C[C@H]2C)cc1 | -1 | -9
C[C@@H]1CN([C@@H](C)CO)C(=O)c2cc(NC(=O)Cc3cn(C)c4ccccc34)ccc2O[C@H]1CN(C)S(C)(=O)=O | 9 | -11
Cc1noc(C)c1NC(=O)Nc1cccc2c1O[C@@H](CN(C)C(=O)Nc1ccc(C(F)(F)F)cc1)[C@H](C)CN([C@@H](C)CO)C2=O | 3 | -3
O=C(N/N=C/c1ccc2ccccc2c1)c1ccccn1 | 1 | -7
COc1ccc(NC(=O)N(C)C[C@H]2Oc3c(NC(=O)Nc4ccc(C(F)(F)F)cc4)cccc3C(=O)N([C@H](C)CO)C[C@H]2C)cc1 | -6 | -35
C[C@@H]1CN([C@H](C)CO)C(=O)Cc2cc(NC(=O)Cn3cnnn3)ccc2O[C@@H]1CN(C)S(=O)(=O)c1ccc(Cl)cc1 | 3 | 6
C[C@H](CO)N1C[C@H](C)[C@H](CN(C)S(=O)(=O)c2cccc(F)c2)Oc2ncc(-c3ccc(F)cc3)cc2C1=O | . | 31
Cc1ccc(S(=O)(=O)N(C)C[C@H]2Oc3ccc(NS(=O)(=O)c4c(C)noc4C)cc3C(=O)N([C@H](C)CO)C[C@H]2C)cc1 | 3 | 13
Cc1ccc(S(=O)(=O)N(C)C[C@@H]2Oc3ccc(NS(=O)(=O)c4ccccc4)cc3C(=O)N([C@H](C)CO)C[C@H]2C)cc1 | -6 | 20
C[C@@H]1CN([C@H](C)CO)C(=O)c2cc(NS(=O)(=O)c3ccc(F)cc3)ccc2O[C@H]1CN(C)C | 4 | -7
C[C@@H]1CN([C@H](C)CO)C(=O)c2cc(NC(=O)NC3CCCCC3)ccc2O[C@H]1CN(C)Cc1ccccc1 | -2 | -3
Cc1noc(C)c1NC(=O)N(C)C[C@H]1Oc2c(NC(=O)c3nc4ccccc4s3)cccc2C(=O)N([C@@H](C)CO)C[C@H]1C | 6 | -33
C[C@@H]1CN([C@@H](C)CO)C(=O)c2cccc(NC(=O)c3nc4ccccc4s3)c2O[C@@H]1CN(C)Cc1ccncc1 | -7 | 12
COc1ccc(CN(C)C[C@H]2OCc3cn(nn3)CCCC(=O)N([C@@H](C)CO)C[C@H]2C)cc1 | . | -4
Cc1ccc(S(=O)(=O)N(C)C[C@H]2Oc3ccc(NS(=O)(=O)c4cn(C)cn4)cc3C(=O)N([C@H](C)CO)C[C@H]2C)cc1 | -2 | -3
C[C@@H]1CN([C@@H](C)CO)C(=O)c2cc(NC(=O)c3ccncc3)ccc2O[C@@H]1CN(C)Cc1ccc2c(c1)OCO2 | -2 | 8

Some of the entries so far, as labelled records:
Cc1noc(C)c1NC(=O)N(C)C[C@H]1Oc2c(NC(=O)c3nc4ccccc4s3)cccc2C(=O)N([C@@H](C)CO)C[C@H]1C
  INS-1E ATP HTS: 6	T cruzi intra: -33
C[C@@H]1CN([C@@H](C)CO)C(=O)c2cccc(NC(=O)c3nc4ccccc4s3)c2O[C@@H]1CN(C)Cc1ccncc1
  INS-1E ATP HTS: -7	T cruzi intra: 12
COc1ccc(CN(C)C[C@H]2OCc3cn(nn3)CCCC(=O)N([C@@H](C)CO)C[C@H]2C)cc1
  INS-1E ATP HTS: .	T cruzi intra: -4

Rows are unselected, and some 5.6% of all compounds hit somewhere here.
